# Bioassay records from PubChem BioAssay.
# p53 reactivator – re-activators of mutant p53. H1299 p53-A138V BP100-luciferase reporter, luminescence, 24 h. Potency, µM (titrated, usually from 92.2 µM), without a hit: top-dose activity change, positive = activation, actives largely listed as activators. actives 0.063% (n = 320,000); also: potency is read from the fitted curve at half-maximal effect; % of control where 0% means no effect; nearly all actives have a fitted effect of over 45% in size
#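 H1299 (p53-null), stable ts p53-A138V + BP100-Luc; 1000 cells/well, Opti-MEM/10% FBS; cpd 4 pt, 1:5; 24 h, 37 deg C, 5% CO2; detection reagent 10 min RT; luminescence.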
# TRPV1 agonist – agonists of human vanilloid receptor 1 (TRPV1). Q8NER1. actives 0.19% (n = 320,000). TRPV1-expressing cells, Fluo-8 calcium influx, agonist mode. activation, % at 8.33 µM; in the data active = activation above about 80%; inconclusive = between about 30% and that limit; also: 0% is about no effect
# Target sequence (Q8NER1 whole entry, looked up): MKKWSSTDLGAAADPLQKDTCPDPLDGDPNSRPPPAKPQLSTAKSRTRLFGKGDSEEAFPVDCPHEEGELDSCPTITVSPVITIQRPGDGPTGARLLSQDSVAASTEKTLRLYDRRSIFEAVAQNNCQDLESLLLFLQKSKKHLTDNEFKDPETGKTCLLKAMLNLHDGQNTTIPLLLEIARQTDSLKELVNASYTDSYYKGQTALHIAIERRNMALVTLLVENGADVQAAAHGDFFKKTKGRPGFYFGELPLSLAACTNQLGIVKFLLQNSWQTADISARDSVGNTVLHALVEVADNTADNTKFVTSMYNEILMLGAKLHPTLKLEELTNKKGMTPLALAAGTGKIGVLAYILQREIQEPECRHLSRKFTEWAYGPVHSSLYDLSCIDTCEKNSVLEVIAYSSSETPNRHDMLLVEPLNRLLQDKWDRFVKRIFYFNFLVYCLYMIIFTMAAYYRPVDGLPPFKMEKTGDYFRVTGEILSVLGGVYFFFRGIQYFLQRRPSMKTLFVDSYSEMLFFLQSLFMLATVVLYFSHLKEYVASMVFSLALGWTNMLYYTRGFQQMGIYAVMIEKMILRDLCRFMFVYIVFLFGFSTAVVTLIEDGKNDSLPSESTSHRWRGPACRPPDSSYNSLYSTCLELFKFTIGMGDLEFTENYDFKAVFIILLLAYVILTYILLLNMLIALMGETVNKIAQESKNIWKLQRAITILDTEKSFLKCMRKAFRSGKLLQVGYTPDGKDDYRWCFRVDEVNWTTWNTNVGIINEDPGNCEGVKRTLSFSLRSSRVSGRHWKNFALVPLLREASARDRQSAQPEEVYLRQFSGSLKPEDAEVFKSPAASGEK
#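 Cells expressing TRPV1 were dye-loaded with Fluo-8 and read kinetically: 10 s baseline, 3 min after compound (agonist portion), then 2 min after EC20 capsaicin (allosteric enhancer portion). Calcium-bound dye fluorescence at 480/520 nm.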
# a7 integrin act – activates integrin-mediated alleviation for muscular dystrophy | actives 0.064% (n = 350,000) | alpha7betagal myoblasts, beta-gal FDG fluorescence, 48 h | Potency, µM (titrated, usually from 38.3 µM), for the others: top-dose activation, hits mostly activators;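 also: potency is read from the fitted curve at half-maximal effect; 100% = response of the positive control SU9516; nearly all actives have a fitted effect of over 60% in size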
#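 alpha7betagal+/- myoblasts (passage 13, 250/well) treated 48 h at 37C with compounds at 1:260 dilution of DMSO stock. Lysed, then beta-galactosidase activity read as FDG fluorescence (ex 480/em 540) after 30 min, with pre-read for autofluorescence.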
# Eya2 phos inh – Eya2 (human) phosphatase inhibition | AID 488837 | recombinant Eya2, OMFP fluorescence dephosphorylation (OMFP is methylfluorescein phosphate) | actives 0.006% (n = 330,000) | Potency, µM (series often up to 76.9 µM), inactives show top-dose activity, negative = inhibition, most hits filed as inhibitors; also: potency is read from the fitted curve at half-maximal effect; % is scaled to controls: 0 for no effect and ±100 for the full control effect
#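 Eya2 (0.2 uM) preincubated 10 min at ambient with compound, then OMFP substrate added at 50 uM; 10 min reaction in 50 mM HEPES pH 7.5, 50 mM NaCl, 5 uM MgCl2, 0.05% BSA, 1 mM DTT. Fluorescence read at Ex 485/Em 525 nm.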
# USP2a block – USP2a (human) protease inhibition. O75604. USP2 core, Ub-CHOP2 coupled fluorogenic reporter, 485/531. Potency, µM (doses to about 38.3 µM), inactives show at the top dose activity change, negative = inhibition, actives largely listed as inhibitors. actives 0.01% (n = 330,000). AID 463254;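 also: potency is read from the fitted curve at half-maximal effect; plate controls were DMSO wells for no effect and full inhibition by NEM control for full effect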
#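 USP2 core (10nM final) preincubated 30min RT with compound in 20mM Tris-HCl pH 8.0, 2mM CaCl2, 2mM beta-mercaptoethanol, 0.05% CHAPS; 25nM Ub-CHOP2 plus 25nM reporter substrate added, fluorescence (Ex485/Em531) read after 60min.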
# ELG1 genotox – inducers of genotoxicity in HEK293T ELG1-luciferase cells; HEK293T ELG1-luciferase reporter, luminescence, 16 h; Potency, µM (highest dose often 46 µM), for the others: at the top dose activity change, positive = activation, usual class: activators; actives 1.3% (n = 330,000); also: potency is read from the fitted curve at half-maximal effect; % of control where 0% means no effect; nearly all actives have a fitted effect of over 60% in size
#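 Genotoxic stress is detected as increased luminescence from luciferase-tagged ELG1 in HEK293T cells, measured with ONE-Glo after a 16 hr treatment at 37 °C.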
# PTAP TSG101 blk – blocks PTAP/TSG101 interaction to inhibit HIV-1 budding; Fluorescence polarization, FITC-PTAP peptide / Tsg101 binding; Potency, µM (highest dose often 115 µM), for inactives: top-dose activity change, negative = inhibition, hits mostly inhibitors; 340,000 tested, under 10 active; AID 493005; active = well fitted inhibition curve with a large enough effect in the main read-out, with a control signal flat, not every such curve was filed as active; inconclusive = small, poorly fitted or top-dose-only effect, or effect the other way, or a change in a side signal; inactive = no such curve, though single readings can be large or run the other way; also: potency is read from the fitted curve at half-maximal effect; % of control where 0% means no effect
#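 Steps: Tsg101 binding domain dispensed (10 uM final), compounds pinned in DMSO, FITC-labeled PTAP-motif peptide added (50 nM final); after 20 min binding at room temperature, polarization measured.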
# BRCA1 expr act – BRCA1 expression activation; MCF7-BRCA1-FFLuc reporter, luminescence, 48 h; response scale: scaled: vehicle 0%, 10 µM genistein 100%; Potency, µM (doses to about 46.1 µM), without a hit: at the highest dose activation, usual class: activators; actives 1.1% (n = 380,000); AID 624202; also: potency is read from the fitted curve at half-maximal effect; nearly all actives have a fitted effect of over 80% in size; some results filed as inactive show a strong effect at the top dose
#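 Luminescence from a BRCA1-driven firefly luciferase in MCF7 cells was read after 48 h compound exposure at 37 C. Data normalized against DMSO and a 10microM genistein activation control, then curve-fitted across the titration.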
# S-ASM inh – blocks human secretory acid sphingomyelinase. AID 504937. placental ASM, HMU-PC fluorogenic substrate, 60 min. Potency, µM (doses to about 57.5 µM), for the others: top-dose activity change, negative = inhibition, hits mostly inhibitors. P17405. actives 0.006% (n = 340,000); also: potency is read from the fitted curve at half-maximal effect
#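 Human placenta-derived ASM preincubated with compound 10 min at room temperature, then reacted with 9 uM (final) fluorogenic HMU-PC substrate for 60 min at 37 C. Stop solution raises pH to 10; fluorescence read at Ex 386/Em 447 nm.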
# B2AR arrestin – agonists driving beta-arrestin recruitment to human beta2-adrenergic receptor. P07550. actives 0.02% (n = 330,000). beta-arrestin recruitment to beta2AR, cell-based reporter. Potency, µM (highest dose often 46.1 µM), inactives show at the highest dose activation, actives largely listed as activators;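 also: potency is read from the fitted curve at half-maximal effect; 0% = DMSO controls and full agonism = EC100 isoproterenol or metaproterenol; nearly all actives have a fitted effect of over 65% in size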
# uPA generation – cell surface uPA generation inhibition; actives 0.31% (n = 330,000); Potency, µM (series often up to 38.3 µM), for inactives: at the highest dose activity change, negative = inhibition, actives largely listed as inhibitors; cell surface uPA generation assay, qHTS; active = well fitted inhibition curve with a large enough effect; inconclusive = small, poorly fitted or top-dose-only effect; inactive = no such curve, though single readings can be large or run the other way; tested in mouse RAW 264.7 cells; also: potency is read from the fitted curve at half-maximal effect; % is scaled to controls: 0 for no effect and ±100 for the full control effect; nearly all actives have a fitted effect of over 55% in size
# The depositor's hits bear a star; i = inactive; ? = inconclusive; · = no result given; [ ] = another dose, or the depositor's remark. Unless noted, calls follow the shape of the dose curve; as a rule, active = well fitted curve in the direction sought with a large enough effect; inconclusive = small, poorly fitted or top-dose-only effect, or another doubt; inactive = no such curve, though single readings can be large; an effect the other way counts as inactive or inconclusive. An excerpt; rates above refer to the full screens.
SMILES,p53 reactivator,TRPV1 agonist,a7 integrin act,Eya2 phos inh,USP2a block,ELG1 genotox,PTAP TSG101 blk,BRCA1 expr act,S-ASM inh,B2AR arrestin,uPA generation
Cn1cc(S(=O)(=O)N2CCc3ccccc32)cc1C(=O)NC(C)(C)C,11%,-2,-26%,-16%,1%,1%,-3%,5%,-1%,0.4%,?
O=c1cccc2n1CC1CC2CN(c2ncnc3c2cnn3-c2ccc(Cl)cc2)C1 (stereo unspecified),0%,-2,30%,-5%,1%,6%,-1%,3%,-3%,-0.3%,-2%
CCN1CCN(Cc2cc(OC)c(OC)cc2[N+](=O)[O-])CC1,-1%,4,17%,-3%,-1%,0%,-5%,-6%,0%,-1.1%,·
O=C1C=C2C=C[C@H]3C[C@]2(O1)[C@@H]1CCCCN13,-10%,0,8%,11%,2%,7%,-1%,-34%,7%,0.3%,?
CC(=NNC(=S)N1CC2CCC(CC2)C1)c1nccs1,·,·,-55%[inhibitor],·,·,·,-2%,-86%,2%,·,-10%
Cn1cc(C(=O)CCl)c2ccccc21,-11%,0,-77%[inhibitor],3%,2%,-2%,-3%,-78%[inhibitor],4%,0.2%,?
CC(CCN1CC1)=NNC(=O)Nc1cccc2ccccc12,·,·,-35%,·,·,·,0%,-50%,4%,·,-5%
O=C1NC(=S)NC(=O)C1Cc1ccccc1O,·,·,2%,·,·,·,-1%,0%,4%,·,4%
CCOC(=O)C(O)(c1ccc(N(C)C(=O)c2ccc(Cl)c(Cl)c2)cc1)C(F)(F)F (stereo unspecified),1%,26,-10%,-8%,1%,4%,-2%,-39%,-9%,0.4%,-3%
COP(=S)(OC)Oc1ccc(SC)c(C)c1,·,·,18%,·,·,·,-2%,-7%,2%,·,11%
CCOC(=O)C1CCN(/C=C2/C(=O)NC(=O)N(c3cccc(C)c3C)C2=O)CC1,-3%,-3,-5%,-7%,1%,-2%,-3%,2%,2%,-0.4%,13%
Cc1cc(N(CCCl)CCCl)ccc1C=NNC(=O)c1cccnc1,·,·,9%,·,·,·,-5%,-14%,12%,·,-14%
O=C1NC(=O)N(c2ccc(Cl)cc2)C(=O)/C1=C/c1coc2ccc(O)cc2c1=O,12%,1,-9%,9%,0%,1%,-3%,-35%,-2%,-0.3%,-5%
CCOC(=O)c1c(N)n(Cc2ccccc2)c2nc3ccccc3nc12,5%,-1,-6%,-5%,4%,-9%,0%,-4%,i,-0.1%,13%
O=C(Cn1ncc2ccsc2c1=O)N1CCC2(CC1)OCCO2,-5%,-2,-5%[7.66 µM],16%,-1%,3%,-3%,12%,4%,-0.6%,·
CC1(O)C[C@]2(C)N(O)C3CCCC[C@@H]3N2O1 (stereo partly specified),-7%,-3,-13%,7%,3%,-5%,-5%,-10%,0%,-2.0%,0%
CN1CCN(Cc2c(F)cccc2Cl)CC1,9%,2,14%,-7%,-16%,0%,-4%,0%,4%,0.0%,-4%
COc1ccccc1N1C(=O)NC(=O)/C(=C/c2ccc3c(c2)Cc2ccccc2-3)C1=O,2%,1,6%,4%,1%,6%,2%,58%,-2%,-0.7%,3%
CCN1CC=C(c2c[nH]c3ccccc23)CC1,-2%,-3,0%,-11%,-1%,2%,0%,-31%,15%,-0.6%,-1%
O=C(CCC(=O)N1CC2C[C@@H](C1)Cn1c2cccc1=O)NCCc1ccccc1F,·,4,2%,-1%,2%,3%,1%,-3%,-2%,-0.1%,-10%
O=CNc1ccc(OP(=O)(Oc2ccccc2)Oc2ccccc2)cc1,-4%,?,6%,5%,-1%,-2%,-3%,-7%,-1%,0.3%,2%
CC(=O)NC(Cc1ccc(N(CCCl)CCCl)cc1)C(=O)NC(C(=O)O)C(C)C (stereo unspecified),-3%,-1,-15%,-14%,0%,-5%,-3%,0%,2%,-0.2%,-3%
CCC1(C)CN(S(=O)(=O)OCC(Cl)(Cl)Cl)C(=O)N1 (stereo unspecified),1%,2,-4%,4%,-1%,0%,·,1%,11%,0.1%,2%
Cc1c(C=C2C(=O)N(C)C(=O)N(C)C2=O)c(=O)n(-c2ccccc2)n1C,-4%,0,23%,2%,3%,-1%,1%,-1%,1%,0.0%,-3%
CCOC(=O)[C@@]12C(=O)C(=O)N[C@]1(c1ccccc1)C1OCCCC12 (stereo partly specified),-11%,-2,5%,2%,2%,1%,-1%,1%,5%,-2.2%,3%
CCCn1ncc(C(=O)O)c1C,-3%,0,-9%,4%,1%,3%,-5%,2%,4%,-0.4%,4%
O=P(O)(O)C12CC3CC(CC(C3)C1)C2,5%,-5,11%,-6%,-1%,-2%,-9%,-2%,-2%,-0.1%,2%
CCOC(=O)c1c(C)c(C(=O)N2CCC3(CC2)OCCO3)c(C)n1CC,-8%,4,8%[7.66 µM],14%,0%,0%,-5%,11%,3%,0.4%,·
Cc1c(N)c(C)c([N+](=O)[O-])c(C)c1[N+](=O)[O-],-2%,-2,?,-2%,-1%,-13%,-8%,11%,-1%,0.2%,13%
CCOC(=O)[C@]12Cc3cc4c(cc3[C@H]1N(Cc1ccccc1)C(=O)c1ccccc12)OCO4,·,·,-10%,·,·,·,1%,-58%,-4%,·,13µM*
CC(=O)O[C@H]1[C@H]2O[C@]23[C@@H]2CC[C@]4(O)C[C@@H](O)CC[C@]4(C)C2CC[C@]3(C)[C@H]1c1ccc(=O)oc1 (stereo partly specified),-6%,-4,1%,13%,0%,-12%,0%,-65%,0%,0.1%,15%
CC(C)CN1CCN(Cc2ccc(F)cc2Cl)CC1CCO (stereo unspecified),0%,3,-7%,?,1%,-6%,3%,-6%,4%,0.2%,5%
O=C1NC(=O)N(CCC2=CCCCC2)C(=O)/C1=C/c1cccs1,-1%,3,23%,22%,2%,6%,-12%,-18%,-3%,0.0%,-2%
COc1ccc(OC)c(-n2c(O)c(C=NCc3ccc4c(c3)OCO4)c(=O)[nH]c2=O)c1,3%,-3,15%,8%,8%,2%,0%,0%,1%,0.5%,4%
COCCNC(=O)c1c(N)n(Cc2ccco2)c2nc3ccccc3nc12,-28%,2,-15%,-6%,0%,-4%,-7%,-16%,i,-0.1%,14%
O=[N+]([O-])c1ccc(NCCCN2CCOCC2)c2ncccc12,-2%,1,-20%,-4%,-1%,1%,1%,22%,-9%,0.2%,10%
CCC12CN3CCN(CC(C3)/C1=N/NC(N)=O)C2,-1%,-3,-8%,-3%,0%,-16%,-8%,2%,0%,-0.7%,-1%
Cc1cc(NC(=O)C(Cl)(Cl)Cl)no1,-5%,·,0%,-4%,0%,0%,1%,2%,2%,-0.3%,-4%
CN(C)/C=c1\sc2c(C#N)cc(C(=O)c3ccc(Br)cc3)n2c1=O,?,-10,-25%,11%,0%,1%,?,-24%,-23%,-0.5%,-3%
COC(=O)C1C2c3ccccc3OC1(C)N=c1s/c(=C/c3cn(C)nc3C)c(=O)n12 (stereo unspecified),-2%,12,4%,-14%,-1%,4%,-2%,-20%,-9%,0.1%,1%
Cc1cnn(-c2cc(Oc3ccccc3)ncn2)c1,22%,7,4%,6%,2%,1.5µM*,2%,·,8%,-0.6%,-2%
COC(=O)C1=C(c2ccccc2)C[C@@H]2CC[C@H]1N2C(=O)NCc1ccc(C(F)(F)F)cc1,·,·,1%,·,·,·,-1%,-28%,2%,·,0%
COC(=O)C1=COC(C)C2CN3CCC4(C(=O)Nc5ccccc54)C3CC12 (stereo unspecified),-2%,-1,-6%,11%,0%,-2%,-1%,-31%,3%,-0.9%,4%
CCn1c(O)c(/C=N/NC(=O)c2ccccc2)c(=O)n(CC)c1=S,18%,?,?,18%,4%,16%,-7%,27%,17%,-0.3%,1%
CCOP(=S)(OCC)SCSP(=S)(OCC)OCC,·,·,1%,·,·,·,0%,1%,3%,·,8%
O=C(Cc1ccccc1)N1CCN(Cc2cccnc2)CC1,-2%,5,?,10%,-6%,-7%,0%,-18%,2%,0.3%,2%
CC(C)OP(=O)(OC(C)C)C(NCc1ccccc1)c1ccccc1 (stereo unspecified),1%,?,2%,-5%,1%,-7%,6%,-15%,6%,0.4%,5%
CCN1CCN(C(=O)COc2ccc(S(=O)(=O)NC(C)C)cc2)CC1,11%,6,6%,6%,4%,0%,-2%,9%,2%,0.4%,-3%
C=CCn1c(=O)c(C=Nc2c(OC)cccc2[N+](=O)[O-])c(O)n(CCCC)c1=O,-9%,10,4%,-9%,0%,1%,3%,5%,-26%,-2.7%,-1%
